# Y pestis TopoI: Y. pestis Topo-I inhibition via cleavage products; Y. pestis Topo-I cleavage product accumulation, plate reader; activity, % at 10 µM; 0.064% of 360,000 active; in the data active means activity above about 50%, passing the limit was not always enough; inconclusive means no clear call, values can overlap the other calls; further: inactives centre near 2
# FadD28 binding: inhibitors of Mycobacterium tuberculosis FadD28 bisubstrate binding; FadD28 bisubstrate probe binding, fluorescence polarization; inhibition, % at 12.5 µM; 0.22% of 360,000 active; in the data active means inhibition above about 8.5%, passing the limit was not always enough; inconclusive means no clear call, values can overlap the other calls
# TcdB inh: TcdB glycohydrolase inhibition; P18177; TcdB glycohydrolase enzymatic assay, plate reader; inhibition, % at 9.99 µM; 0.24% of 350,000 active; AID 652162; in the data active means inhibition above about 10%
# Target sequence (P18177 whole entry, looked up): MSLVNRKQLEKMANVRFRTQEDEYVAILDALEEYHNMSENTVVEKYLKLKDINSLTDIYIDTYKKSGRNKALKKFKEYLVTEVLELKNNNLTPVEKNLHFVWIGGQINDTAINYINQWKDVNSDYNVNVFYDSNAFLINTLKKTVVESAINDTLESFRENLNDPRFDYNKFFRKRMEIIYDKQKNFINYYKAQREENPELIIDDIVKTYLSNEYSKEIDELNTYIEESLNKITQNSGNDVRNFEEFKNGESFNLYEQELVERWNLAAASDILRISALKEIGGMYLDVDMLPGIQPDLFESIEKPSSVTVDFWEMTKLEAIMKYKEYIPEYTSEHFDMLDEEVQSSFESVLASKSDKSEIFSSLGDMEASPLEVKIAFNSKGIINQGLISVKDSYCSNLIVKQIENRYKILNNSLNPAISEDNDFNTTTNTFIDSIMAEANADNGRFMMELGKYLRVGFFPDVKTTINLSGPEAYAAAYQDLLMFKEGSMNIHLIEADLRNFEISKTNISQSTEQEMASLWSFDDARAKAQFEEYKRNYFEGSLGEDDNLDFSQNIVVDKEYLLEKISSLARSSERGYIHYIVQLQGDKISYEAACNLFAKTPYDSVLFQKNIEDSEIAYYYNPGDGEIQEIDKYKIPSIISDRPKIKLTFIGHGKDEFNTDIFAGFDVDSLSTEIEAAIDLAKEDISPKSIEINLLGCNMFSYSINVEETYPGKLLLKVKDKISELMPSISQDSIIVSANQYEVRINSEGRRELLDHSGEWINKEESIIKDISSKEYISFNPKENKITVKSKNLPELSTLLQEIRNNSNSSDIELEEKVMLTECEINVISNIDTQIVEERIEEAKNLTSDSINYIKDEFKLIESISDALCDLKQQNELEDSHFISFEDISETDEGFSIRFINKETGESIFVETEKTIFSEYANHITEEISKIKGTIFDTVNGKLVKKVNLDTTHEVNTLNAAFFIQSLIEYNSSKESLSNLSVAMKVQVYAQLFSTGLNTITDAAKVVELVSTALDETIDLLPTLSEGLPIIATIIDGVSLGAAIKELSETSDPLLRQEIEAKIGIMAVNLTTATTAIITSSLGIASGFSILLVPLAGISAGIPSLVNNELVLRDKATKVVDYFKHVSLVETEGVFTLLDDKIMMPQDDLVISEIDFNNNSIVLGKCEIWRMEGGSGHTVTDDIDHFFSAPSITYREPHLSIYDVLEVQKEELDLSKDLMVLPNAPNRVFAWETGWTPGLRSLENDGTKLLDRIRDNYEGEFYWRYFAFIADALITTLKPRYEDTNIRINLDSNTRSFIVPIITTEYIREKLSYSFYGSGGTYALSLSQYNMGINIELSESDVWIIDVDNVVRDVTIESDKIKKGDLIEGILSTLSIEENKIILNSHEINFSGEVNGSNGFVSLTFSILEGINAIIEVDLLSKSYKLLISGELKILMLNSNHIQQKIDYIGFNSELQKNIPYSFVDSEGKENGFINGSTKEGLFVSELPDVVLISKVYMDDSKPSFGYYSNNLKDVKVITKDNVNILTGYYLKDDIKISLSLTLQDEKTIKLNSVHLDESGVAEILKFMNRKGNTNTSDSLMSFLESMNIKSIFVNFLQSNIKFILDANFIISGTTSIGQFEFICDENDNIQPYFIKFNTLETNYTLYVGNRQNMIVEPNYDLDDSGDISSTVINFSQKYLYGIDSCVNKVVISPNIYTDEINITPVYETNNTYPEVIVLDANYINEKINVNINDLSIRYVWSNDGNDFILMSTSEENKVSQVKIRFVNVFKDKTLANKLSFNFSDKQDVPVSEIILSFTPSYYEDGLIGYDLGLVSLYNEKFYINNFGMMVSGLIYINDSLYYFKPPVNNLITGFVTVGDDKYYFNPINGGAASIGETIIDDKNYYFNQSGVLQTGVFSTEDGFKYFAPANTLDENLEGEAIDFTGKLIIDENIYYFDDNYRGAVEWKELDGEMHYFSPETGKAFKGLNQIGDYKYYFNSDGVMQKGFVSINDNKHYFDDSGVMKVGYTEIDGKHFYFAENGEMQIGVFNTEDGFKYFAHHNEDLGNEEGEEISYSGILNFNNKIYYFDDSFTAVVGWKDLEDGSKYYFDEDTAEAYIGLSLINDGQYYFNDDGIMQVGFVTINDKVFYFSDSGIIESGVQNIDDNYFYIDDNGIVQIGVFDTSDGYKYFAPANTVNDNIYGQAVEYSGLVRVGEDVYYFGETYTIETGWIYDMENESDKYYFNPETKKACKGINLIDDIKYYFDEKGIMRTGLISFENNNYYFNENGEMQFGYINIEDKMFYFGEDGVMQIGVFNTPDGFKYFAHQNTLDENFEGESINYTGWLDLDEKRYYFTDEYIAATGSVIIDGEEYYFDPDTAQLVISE
# Anthrax LF inh2: blocks Bacillus anthracis lethal factor protease; 0.12% of 360,000 active; P15917; inhibition, % at 10 µM; multiplex microsphere protease cleavage assay, LF; further: plate controls were buffer without enzyme for full effect and enzyme alone for no effect
# PrPC surface inh: reduces human prion protein on the cell surface; P04156; cell surface PrPC, TR-FRET read-out; inhibition, % at 13.8 µM; 0.43% of 370,000 active; AID 720596; in the data active means inhibition above about 24%; further: 0% = median of the test wells and 100% = reference compound wells
# BoNT-F LC inh: BoNT F light chain protease inhibition | Multiplex microsphere protease cleavage assay, flow cytometry | inhibition, % at 10 µM | 0.22% of 360,000 active | AID 588497; in the data active means inhibition above about 35%, passing the limit was not always enough; inconclusive means no clear call, values can overlap the other calls; further: plate controls were buffer without enzyme for full effect and enzyme alone for no effect
# CCHFV vOTU inh: blocks the CCHF virus ovarian tumor domain protease | CCHFV vOTU protease, Pep-AMC fluorescence | inhibition, % at 11.5 µM | 0.55% of 370,000 active | AID 651958; in the data active means inhibition above about 30%; further: 0% = vehicle wells with enzyme and 100% = no enzyme wells
# PfHsp40 yeast: rescue of PfHsp40-mediated yeast toxicity | S. cerevisiae expressing PfHsp40, growth rescue, ATP luminescence | 0.68% of 340,000 active | growth rescue, % at 12.5 µM; in the data active means growth rescue above about 28%, passing the limit was not always enough; inconclusive means no clear call, values can overlap the other calls;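 further: yeast W303a lacking pdr1 and pdr3 grown in galactose medium; growth measured after three days at 30 °C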
# BoNT A protease: BoNT A light chain protease inhibition; 0.17% of 360,000 active; multiplex microsphere protease substrate cleavage, flow cytometry; AID 588499; inhibition, % at 10 µM; further: plate controls were buffer without enzyme for full effect and enzyme alone for no effect
# Active calls of the source: *; ? = inconclusive; · = no result given. Unless noted, no stated cut-off is given here; in the data, active means inhibition above about 30%; inconclusive means no clear call, values can overlap the other calls; inactive means below that.
1: CC(CC(=O)O)CC1=NS(=O)(=O)c2ccccc2N1 (configuration not stated)
2: Cc1cc(C)c2c(c1)-c1cc(C)nn1C(c1ccc3c(c1)OCO3)N2 (configuration not stated)
3: CCOC(=O)C1CCN(C(=O)Cn2nc(C)c3c(C)n(-c4ccccc4)nc3c2=O)CC1
4: O=[N+]([O-])c1ccc(N=Nc2ccc(O)c3ccccc23)cc1
5: C[C@@H]1C[C@@H]2O[C@H]2/C=C\C=C\C(=O)Cc2c(Cl)c(O)cc(O)c2C(=O)O1
6: O=C1Nc2ccc(Cl)cc2C12Nc1ccccc1-c1nnc(SCc3ccccc3F)nc1O2 (configuration not stated)
7: O=C(Nc1cccc(Cl)c1)N1CCN(Cc2ccccc2)CC1
8: CCC(=O)O[C@@H]1[C@@H](OC(C)=O)[C@@]2(O)C(C[C@H](O)C2(C)C)[C@](C)(O)[C@H]2CC[C@@H]3[C@@H](O)[C@]12C[C@@]3(C)O (some centres not stated)

assay / entry	1	2	3	4	5	6	7	8
Y pestis TopoI	-3	1	4	-10	0	0	3	-5
FadD28 binding	-0.5	-1.7	-1.2	-2.2	-0.1	0.6	-3.7	0.3
TcdB inh	·	·	2.2	·	-0.9	·	1.9	0.3
Anthrax LF inh2	3	0	0	-11	-7	-2	-2	-3
PrPC surface inh	-3	-2	0	·	-2	5	-4	3
BoNT-F LC inh	1	-9	-1	-8	5	-6	0	-5
CCHFV vOTU inh	2	-10	0	·	1	-2	-1	-11
PfHsp40 yeast	0.4	0.1	-0.3	-0.8	?	1.1	-0.8	-0.1
BoNT A protease	1.7	?	0.0	2.0	-0.2	1.4	0.3	0.5

9: Cc1[nH]c2ccccc2c1/C=N/NC(=O)c1cccc(F)c1
10: CCc1cc2ccc(OC)cc2nc1SCC(=O)NNC(=O)c1ccco1
11: Cc1ccc(C)c(NC(=O)Cn2nc(C(F)(F)F)cc2C2CC2)c1
12: COc1cccc(CNC(=O)CCS(=O)(=O)c2ccc3c(c2)NC(=O)CS3)c1
13: Cc1ccc(CNC(=O)Cn2nnc3ccccc3c2=O)cc1
14: O=C(CN(C(=O)Cn1nnc(-c2ccccc2F)n1)c1cnc2ccccc2c1)NCC1CCCO1 (configuration not stated)
15: Cc1ccc(-n2c(C)nc3c(cnn3-c3ccc(C)c(C)c3)c2=O)cc1C
16: COc1ccc(NC(=O)CON=CC(=O)Nc2ccc(C)cc2)c(OC)c1

assay / entry	9	10	11	12	13	14	15	16
Y pestis TopoI	-2	7	-3	7	0	12	1	5
FadD28 binding	2.1	-1.9	-0.7	-4.7	0.4	-1.8	-2.8	-3.7
TcdB inh	0.3	0.5	·	1.8	1.1	-5.4	1.2	0.1
Anthrax LF inh2	-1	6	0	2	2	-2	-8	2
PrPC surface inh	-6	11	-1	7	-4	2	-5	-2
BoNT-F LC inh	3	-7	-6	6	-3	-2	-5	-3
CCHFV vOTU inh	-2	-2	5	6	-4	2	15	-1
PfHsp40 yeast	1.2	0.7	-0.7	0.4	-0.6	1.3	3.3	0.0
BoNT A protease	-0.3	-0.5	-0.5	1.1	-0.6	-1.0	-0.4	0.5

17: Fc1ccc(NC(=S)N/N=C/c2ccc(F)c(F)c2)cc1
18: COc1ccccc1CNC(=O)c1cccc(NC(=O)c2ccccc2)c1
19: CCn1c(=S)sc2c(=O)n(CC(=O)Nc3cccc(Cl)c3)c(C)nc21
20: C=CCN(C(=O)c1csnn1)C(C(=O)NCc1ccccc1)c1ccccc1F (configuration not stated)
21: CCOC(=O)C1=C(CN2CCN(C(=O)c3ccco3)CC2)NC(=O)NC1c1ccc(OC(C)C)cc1 (configuration not stated)
22: COc1ccc(C2/C(=C(\O)c3ccc4c(c3)OCCO4)C(=O)C(=O)N2Cc2cccnc2)cc1OC (configuration not stated)
23: CCN(CC(=O)NCc1cccs1)c1ccc(S(=O)(=O)N2CCOCC2)cn1
24: O=C(O)C1(Cc2nc3ccccc3[nH]2)CCCC1

assay / entry	17	18	19	20	21	22	23	24
Y pestis TopoI	7	9	-3	6	25	0	-2	3
FadD28 binding	-5.7	-5.7	-1.0	-1.7	-1.0	-0.5	-0.8	-2.0
TcdB inh	1.5	·	0.8	-0.3	1.8	-0.3	·	0.5
Anthrax LF inh2	-3	-1	3	-1	-5	-1	1	2
PrPC surface inh	2	-2	11	3	0	5	-4	12
BoNT-F LC inh	-6	-2	6	5	6	2	4	10
CCHFV vOTU inh	-3	-1	16	2	-8	14	-6	1
PfHsp40 yeast	-0.8	1.2	-0.1	-0.2	0.3	-0.7	1.1	1.6
BoNT A protease	-0.7	-0.2	0.6	-0.4	-0.9	0.4	1.2	-1.9

25: O=C(O)CCc1ccc(-c2ccccc2)n1CC1CCCO1 (configuration not stated)
26: O=C(CSc1nncs1)NC(=O)NCc1ccco1
27: CCOc1ccc(/C=C/C(=O)Oc2ccc(OC)cc2)cc1
28: O=C(NC(=O)c1ccc(Cl)cc1)Nc1cc(N2CCCCC2)ncn1
29: O=C(Nc1ccc(N2CCCC2)c(Cl)c1)c1ccc([N+](=O)[O-])cc1
30: CC1CC(C)CN(C(=O)Cn2nnc(-c3ccc(Br)cc3)n2)C1 (configuration not stated)
31: CCOc1ccccc1C(=O)NCC(=O)OCc1c(C)noc1C
32: O=C(CC1COc2ccccc2O1)NC1CCCCC1 (configuration not stated)

assay / entry	25	26	27	28	29	30	31	32
Y pestis TopoI	-1	-15	4	-2	-4	7	8	9
FadD28 binding	-3.0	-2.3	-1.7	-2.9	-2.2	0.4	0.2	-0.4
TcdB inh	·	0.1	-0.7	·	0.3	-0.4	2.4	·
Anthrax LF inh2	-2	3	-5	-1	-1	11	10	0
PrPC surface inh	-3	-2	6	6	-1	7	-5	0
BoNT-F LC inh	5	9	-8	-7	-10	11	20	-5
CCHFV vOTU inh	-48	12	-3	1	4	13	11	-5
PfHsp40 yeast	0.4	-0.5	-0.8	-0.1	-0.7	0.8	-1.1	-1.0
BoNT A protease	-0.6	-1.3	-1.5	-0.4	-1.0	-0.9	1.2	-1.2

33: CCOC(=O)C1CCN(Cc2cc(=O)n3c(-c4ccccc4)csc3n2)CC1
34: Cc1cccc(NC(=O)Cn2c(/C=C/c3ccccc3)nc3ccccc32)c1
35: Cn1c(SCC(=O)NCc2ccc3c(c2)OCO3)nc2scc(-c3cccs3)c2c1=O
36: Cc1cccc(N2N=C(C(=O)N3Cc4ccccc4CC3C(N)=O)CCC2=O)c1 (configuration not stated)
37: COc1ccc(CCNC(=O)C(=O)NCC2OCCN2S(=O)(=O)c2ccc(Br)cc2)cc1OC (configuration not stated)
38: COc1cccc(N2CC(NC(=O)c3ccc4ccccc4c3)CC2=O)c1 (configuration not stated)
39: CC(=O)C1=C(C)Nc2ncnn2C1c1ccccc1F (configuration not stated)
40: COc1cccc(OC)c1OCCCN1CCOCC1

assay / entry	33	34	35	36	37	38	39	40
Y pestis TopoI	19	10	3	5	0	25	0	1
FadD28 binding	-2.0	-2.5	1.9	-2.8	-18	-1.2	1.5	1.1
TcdB inh	0.4	-0.4	·	0.8	0.2	-0.4	0.3	·
Anthrax LF inh2	-6	-2	-3	4	-1	-1	-5	2
PrPC surface inh	2	6	-1	-1	0	0	3	5
BoNT-F LC inh	6	0	-11	1	1	1	26	-1
CCHFV vOTU inh	-8	-24	-34	-3	0	7	17	8
PfHsp40 yeast	-0.5	-0.5	0.5	-0.3	0.4	0.6	-0.8	-1.5
BoNT A protease	0.4	-0.5	-1.1	-0.5	0.1	-3.5	1.3	0.0

41: Cc1c(-c2ccccn2)c(=O)[nH]n1-c1ccc(F)cc1
42: Nc1nc(SCC(=O)Nc2cccnc2Cl)n[nH]1
43: O=C(O)COc1ccccc1C(Nc1cccnc1)c1cc(Cl)c2cccnc2c1O (configuration not stated)
44: Cc1cc(NC(=O)CN2CCC(O)(c3cccc(F)c3)CC2)no1
45: COC(=O)Cc1cc(=O)[nH]c(Nc2nc3ccccc3o2)n1
46: O=C(CSc1nc2nc(-c3cccs3)cc(C(F)(F)F)c2c(=O)[nH]1)Nc1ccc(F)c(F)c1
47: COc1ccc(C(=O)N(CN2CCCC2=O)c2nccs2)cc1OC
48: CC(C)c1nc2ccc(NC(=O)C3CCCCC3)cc2[nH]1

assay / entry	41	42	43	44	45	46	47	48
Y pestis TopoI	-6	-10	1	8	4	7	20	0
FadD28 binding	0.4	-0.4	-3.2	0.1	0.2	-2.2	-1.0	-0.6
TcdB inh	1.1	0.8	·	·	·	-1.9	·	·
Anthrax LF inh2	2	-5	-6	2	-3	-1	-17	1
PrPC surface inh	-8	6	·	2	9	4	-5	-2
BoNT-F LC inh	0	5	1	4	-4	-4	-4	3
CCHFV vOTU inh	5	10	·	-1	1	-17	15	-4
PfHsp40 yeast	-0.4	-0.9	106*	-0.4	0.3	-0.3	-2.2	0.5
BoNT A protease	-0.3	0.2	-0.5	-0.2	-0.3	0.4	-1.0	1.0

# In the list so far, these have a CF3 group:
11: Cc1ccc(C)c(NC(=O)Cn2nc(C(F)(F)F)cc2C2CC2)c1
46: O=C(CSc1nc2nc(-c3cccs3)cc(C(F)(F)F)c2c(=O)[nH]1)Nc1ccc(F)c(F)c1

assay / entry	11	46
Y pestis TopoI	-3	7
FadD28 binding	-0.7	-2.2
TcdB inh	·	-1.9
Anthrax LF inh2	0	-1
PrPC surface inh	-1	4
BoNT-F LC inh	-6	-4
CCHFV vOTU inh	5	-17
PfHsp40 yeast	-0.7	-0.3
BoNT A protease	-0.5	0.4

# (next part)
49: O=C(CSc1nnc(Cc2cccs2)n1-c1ccccc1)NCc1ccc2c(c1)OCO2
50: CC(=O)c1ccc(OCCCC(=O)Nc2ccc(C)c(S(=O)(=O)N(C)C)c2)cc1
51: COc1cccc(-c2cc(C(=O)N3CCN(C(=O)c4ccco4)CC3)[nH]n2)c1
52: CCCCn1nnnc1C(c1cc2ccccc2o1)N1CCN(c2ccccc2F)CC1 (configuration not stated)
53: Cc1ccc(-c2nnc(-n3nnc4ccccc43)c3ccccc23)cc1
54: O=C(O)c1cc(-c2cccs2)nc2ccc(F)cc12
55: N#Cc1ccccc1OCCCNC1CCCC1
56: CCCNC(=O)C1(C)CCCN(C(=O)c2cc(F)ccc2C)C1 (configuration not stated)

assay / entry	49	50	51	52	53	54	55	56
Y pestis TopoI	-4	1	11	·	7	-6	0	1
FadD28 binding	-0.3	2.8	-0.4	·	-1.9	-3.8	-1.3	-4.0
TcdB inh	·	·	-0.1	1.7	·	-1.0	0.3	-0.3
Anthrax LF inh2	0	-2	-2	-7	1	-1	-1	-6
PrPC surface inh	-2	4	-4	-6	-2	9	6	9
BoNT-F LC inh	18	4	-5	1	6	?	-3	-2
CCHFV vOTU inh	-18	-6	-3	8	-16	-91	-11	3
PfHsp40 yeast	-0.6	-0.4	1.5	·	0.0	0.8	-1.0	·
BoNT A protease	-0.3	1.1	-1.3	-0.2	0.0	0.8	-0.4	-0.5

# In a second layout: entries from further up.
# Below each SMILES: Y pestis TopoI, FadD28 binding, TcdB inh, Anthrax LF inh2, PrPC surface inh, BoNT-F LC inh, CCHFV vOTU inh, PfHsp40 yeast, BoNT A protease
25) O=C(O)CCc1ccc(-c2ccccc2)n1CC1CCCO1 (configuration not stated)
    -1, -3.0, ·, -2, -3, 5, -48, 0.4, -0.6
26) O=C(CSc1nncs1)NC(=O)NCc1ccco1
    -15, -2.3, 0.1, 3, -2, 9, 12, -0.5, -1.3
27) CCOc1ccc(/C=C/C(=O)Oc2ccc(OC)cc2)cc1
    4, -1.7, -0.7, -5, 6, -8, -3, -0.8, -1.5

# (continued)
57: N=C1/C(=C/c2ccc(OC(=O)c3ccco3)cc2)C(=O)N=C2SC=CN12
58: Cc1ccc(CNc2ncnc3ccc(-c4ccc(CO)o4)cc23)o1
59: NC(=O)CC(NC(=O)c1ccccc1)c1ccc(NC2CCC2)c([N+](=O)[O-])c1 (configuration not stated)
60: O=C(CC1CS(=O)(=O)CC1CC(=O)Oc1ccccc1F)Oc1ccccc1F (configuration not stated)

assay / entry	57	58	59	60
Y pestis TopoI	-2	12	11	18
FadD28 binding	-1.5	-0.8	-1.6	-2.3
TcdB inh	-1.6	1.1	-0.1	0.0
Anthrax LF inh2	-3	-10	-11	0
PrPC surface inh	-2	-8	-36	-5
BoNT-F LC inh	-2	-4	-3	-2
CCHFV vOTU inh	15	-33	2	-13
PfHsp40 yeast	0.5	·	-0.5	-0.5
BoNT A protease	-0.1	-0.1	-0.8	0.2
